KCNH2 WT inh – KCNH2 (human, wildtype) channel inhibition | activity change, % at 1.84 µM | U2OS, BacMam KCNH2, thallium flux FluxOr; active compounds read low | hit rate 0.37% among 340,000;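 active = maximum activity change below -70%; inconclusive = maximum activity change between -70% and -50%; inactive = maximum activity change above -50%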; note: % is set by controls: 0 for no effect and ±100 for the full control effect
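U2OS cells were transduced with wild-type KCNH2 virus (2.03 x 10^8 / mL) for 4 h at room temperature, then cultured overnight at 37 C. Thallium flux was read with FluxOr dye. Rate constants were normalized to DMSO controls.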
USP2a block – inhibitors of human ubiquitin-specific protease USP2a. O75604. USP2 core, Ub-CHOP2 coupled fluorogenic reporter, 485/531. Potency, µM (highest dose often 38.3 µM), inactives show at the top dose activity change, negative = inhibition, most hits filed as inhibitors. hit rate 0.01% among 330,000. AID 463254;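 note: potency is the fitted concentration of half-maximal effect; plate controls were DMSO wells for no effect and full inhibition by NEM control for full effect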
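USP2 core (10nM final) preincubated 30min RT with compound in 20mM Tris-HCl pH 8.0, 2mM CaCl2, 2mM beta-mercaptoethanol, 0.05% CHAPS; 25nM Ub-CHOP2 plus 25nM reporter substrate added, fluorescence (Ex485/Em531) read after 60min.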
S-ASM inh – inhibitors of human secretory acid sphingomyelinase; P17405; placental ASM, HMU-PC fluorogenic substrate, 60 min; Potency, µM (series often up to 57.5 µM), without a hit: at the highest dose activity change, negative = inhibition, hits mostly inhibitors; hit rate 0.006% among 340,000; note: potency is the fitted concentration of half-maximal effect
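Fluorogenic HMU-PC substrate (9 uM final) is turned over by placental ASM in 60 min at 37 C after a 10 min compound preincubation. Reaction ended by alkaline stop (pH 10), with fluorescence read at 386/447 nm.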
GALK inh – blocks human galactokinase activity; hit rate 0.007% among 270,000; Purified GALK, Kinase-Glo residual ATP luminescence; P51570; AID 1868; Potency, µM (doses to about 57.5 µM), without a hit: top-dose activity change, negative = inhibition, most hits filed as inhibitors; note: potency is the fitted concentration of half-maximal effect; % is set by controls: 0 for no effect and ±100 for the full control effect
Target sequence (P51570 whole entry, looked up): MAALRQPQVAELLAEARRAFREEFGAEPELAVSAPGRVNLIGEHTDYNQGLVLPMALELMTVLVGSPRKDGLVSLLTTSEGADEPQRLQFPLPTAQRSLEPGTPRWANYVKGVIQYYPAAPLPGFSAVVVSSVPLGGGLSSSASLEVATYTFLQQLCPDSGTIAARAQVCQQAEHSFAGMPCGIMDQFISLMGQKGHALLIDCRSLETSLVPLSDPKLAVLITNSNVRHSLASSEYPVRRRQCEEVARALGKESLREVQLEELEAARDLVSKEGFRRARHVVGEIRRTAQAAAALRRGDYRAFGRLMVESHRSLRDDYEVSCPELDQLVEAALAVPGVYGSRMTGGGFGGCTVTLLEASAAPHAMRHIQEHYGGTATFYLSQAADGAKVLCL
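The enzyme phosphorylates galactose (100 uM) using ATP (35 uM); inhibition is detected as higher residual ATP, quantified by bioluminescence after 1 h reaction at room temperature, pH 8.0.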
Menin MLL FP TR – displaces Texas Red mutant MLL peptide from human menin. hit rate 0.23% among 270,000. Potency, µM (doses to about 61.6 µM), inactives show at the top dose FP activity change, negative = inhibition, actives largely listed as inhibitors. Menin + Texas Red MLL mutant peptide, fluorescence polarization; active = well fitted inhibition curve with a large enough effect in the polarisation, with a control signal flat, not every such curve was filed as active; inconclusive = small, poorly fitted or top-dose-only effect, or effect the other way, or a change in a side signal; inactive = no such curve, though single readings can be large or run the other way; the % refers to the polarisation; note: potency is the fitted concentration of half-maximal effect; % of control where 0% means no effect; many of its hits are not listed in these tables
MBNL1 CUG block – blocks human MBNL1 binding to CUG repeat RNA | Q9NR56 | TR-FRET MBNL1-His/biotin-(CUG)12 binding, 665/545 ratio | Potency, µM (series often up to 57.5 µM), for the others: at the highest dose activity change, negative = inhibition, hits mostly inhibitors | hit rate 0.036% among 280,000 | AID 2675; active = well fitted inhibition curve with a large enough effect in the signal ratio, with a control signal flat, not every such curve was filed as active; inconclusive = small, poorly fitted or top-dose-only effect, or effect the other way, or a change in a side signal; inactive = no such curve, though single readings can be large or run the other way; the % refers to the signal ratio; note: potency is the fitted concentration of half-maximal effect; % is set by controls: 0 for no effect and ±100 for the full control effect
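TR-FRET between His-tagged MBNL1 and biotin-(CUG)12 RNA, detected with Tb anti-His antibody (0.055 ng/ul) and streptavidin-XL665 (5 nM), 60 min at room temperature. Compounds titrated 92 nM to 58 uM; 665/545 nm ratio normalized to buffer and complex controls.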
Eya2 inh – Eya2 (human) phosphatase inhibition | hit rate 0.006% among 330,000 | recombinant Eya2, OMFP fluorescence dephosphorylation (OMFP is methylfluorescein phosphate) | Potency, µM (doses to about 76.9 µM), inactives show at the top dose activity, negative = inhibition, actives largely listed as inhibitors; note: potency is the fitted concentration of half-maximal effect; % is set by controls: 0 for no effect and ±100 for the full control effect
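Eya2 protein (added as 0.2 uM solution) was preincubated with compound for 10 min at ambient temperature in 50 mM HEPES pH 7.5, 50 mM NaCl, 5 uM MgCl2, 0.05% BSA, 1 mM DTT. OMFP (added at 50 uM) then reacted 10 min; fluorescence read at 485/525 nm.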
Mito fusion act – inhibitors of mitochondrial division or activators of mitochondrial fusion; S. cerevisiae fusion-defective mutant growth rescue, CellTiterGlo 48 h; Potency, µM (titrated, usually from 46.1 µM), inactives show top-dose growth rescue (activation), most hits filed as activators; hit rate 0.23% among 320,000;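 note: potency is the fitted concentration of half-maximal effect; % of control where 0% means no effect; nearly all actives have a fitted effect of over 45% in size; temperature-sensitive fusion mutants such as fzo1-1 at 37 °C on non-fermentable ethanol glycerol medium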
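Growth-rescue viability read-out: after 48 h at the non-permissive 37C in glycerol/ethanol YPEG, yeast mitochondrial fusion mutants are measured by CellTiterGlo luminescence; compounds (23 nl pinned per well) restoring growth score as division inhibitors or fusion activators.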
BCR signal inh – chronic active BCR signaling inhibition | AID 493014 | ABC-DLBCL IkBa-CBG/CBR reporter, luminescence ratio, 4 h | hit rate 0.05% among 340,000 | Potency, µM (highest dose often 46.1 µM), inactives show top-dose ratio change, negative = lower green/red ratio, most hits filed as inhibitors; active = well fitted inhibition curve with a large enough effect in the signal ratio, with a control signal flat, not every such curve was filed as active; inconclusive = small, poorly fitted or top-dose-only effect, or effect the other way, or a change in a side signal; the % refers to the signal ratio;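 note: potency is the fitted concentration of half-maximal effect; plate controls were basal doxycycline-induced cells for no effect and cells given 10 µM MG132 for full effect; MG132 reads +100%, hits lower the ratio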
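Doxycycline induced both beetle luciferases in TMD8 lymphoma cells; IKK-driven degradation limits the IkappaBalpha-fused green signal, while red luminescence normalises for cell number and nonspecific effects. Compounds tested up to 46 uM, 4 hrs.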
PKM2 act – activators of human pyruvate kinase M2. purified PKM2, Kinase-Glo ATP luminescence, activation; response scale: 0% is enzyme alone, no compound. P14618. Potency, µM (doses to about 57.5 µM), without a hit: at the highest dose activation, usual class: activators. hit rate 0.34% among 260,000; note: potency is the fitted concentration of half-maximal effect; % is set by controls: 0 for no effect and ±100 for the full control effect; nearly all actives have a fitted effect of over 55% in size
Target sequence (P14618 whole entry, looked up): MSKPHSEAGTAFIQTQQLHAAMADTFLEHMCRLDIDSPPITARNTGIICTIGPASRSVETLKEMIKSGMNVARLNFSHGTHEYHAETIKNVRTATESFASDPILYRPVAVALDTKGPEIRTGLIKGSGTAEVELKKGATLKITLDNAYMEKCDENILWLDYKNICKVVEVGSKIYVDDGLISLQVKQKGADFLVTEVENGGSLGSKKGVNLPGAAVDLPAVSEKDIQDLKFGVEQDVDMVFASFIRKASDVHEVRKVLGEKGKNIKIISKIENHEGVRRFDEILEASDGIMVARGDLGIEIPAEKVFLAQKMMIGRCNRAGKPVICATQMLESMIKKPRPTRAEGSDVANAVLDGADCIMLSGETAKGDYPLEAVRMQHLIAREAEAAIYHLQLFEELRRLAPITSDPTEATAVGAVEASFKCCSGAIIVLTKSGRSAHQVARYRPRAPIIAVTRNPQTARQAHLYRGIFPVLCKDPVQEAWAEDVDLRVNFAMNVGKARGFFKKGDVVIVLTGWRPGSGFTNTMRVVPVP
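ATP formation by purified human PK-M2, quantified via coupled luciferase luminescence after 1 h at room temperature with 0.1 mM ADP and 0.5 mM PEP final.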
TSHR antag – blocks TSH signaling through the human TSH receptor | P16473 | TSHR-expressing cells, TSH-stimulated cAMP HTRF, 2 h; active compounds read low | activity change, negative = inhibition, % at 11.5 µM | hit rate 0.2% among 330,000;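 active = activity change below a set negative limit, meaning inhibition stronger than a set level, cut at about -70% in these data; inconclusive = activity change between two set negative limits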; note: % is set by controls: 0 for no effect and ±100 for the full control effect
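Cell-based HTRF cAMP assay; TSHR cells + compound, TSH EC80 (4nM final), 2 h, 37 deg C. Lysis with anti-cAMP cryptate and cAMP-d2, 30 min RT, read 665/620 nm.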
Starred values were filed as active, the others as inactive; ? = inconclusive; nt = not tested or not shown; [ ] = dose if it differs, or a comment. Unless noted, calls come from the whole dose curve; as a rule, active = well fitted curve in the direction sought with a large enough effect; inconclusive = small, poorly fitted or top-dose-only effect, or another doubt; inactive = no such curve, though single readings can be large; an effect the other way counts as inactive or inconclusive. Not all compounds are listed; rates above refer to the full screens.

Structure,KCNH2 WT inh,USP2a block,S-ASM inh,GALK inh,Menin MLL FP TR,MBNL1 CUG block,Eya2 inh,Mito fusion act,BCR signal inh,PKM2 act,TSHR antag
O=C1CC(N2CCN(c3ccc(Cl)cc3)CC2)C(=O)N1c1ccc(F)cc1 (stereo unspecified),3,1%,-3%,8%,12%,0%,-11%,-5%,1%,-3%,-15
COc1cccc(CNC(=O)C2CCN(S(=O)(=O)c3ccc(Br)s3)CC2)c1,-2,0%,2%,-1%,19%,3%,-14%,13%,10%,?,0
COc1ccc(OC)c(C2CC(=O)Nc3c2c(=O)[nH]c2ncnn32)c1 (stereo unspecified),0,-3%,-2%,6%,-2%,-3%,10%,3%,-2%,3%,9
CC(C)CCNC(=O)NC(=O)COc1c(F)c(F)cc(F)c1F,1,2%,2%,0%,-23%,-11%,-23%,2%,-1%,2%,-14
OCCNCCCOc1ccc(Cl)cc1Br,nt,1%,-1%,1%,-15%,-1%,5%,-6%,?,-6%,3
COc1ccccc1N(C)S(=O)(=O)c1ccc(Cl)c(C(=O)NC2=NCCS2)c1,1,1%,-1%,-1%,3%,-6%,6%,-3%,5%,-6%,0
O=C(O)c1ccc(-n2c(O)c(C=C3N=c4ccccc4=N3)sc2=S)cc1,nt,2%,-9%,0%,nt,?,6%,9%,?,4%,-23
O=C(Cc1ccc(Cl)cc1)c1ccc(O)cc1,1,3%,-3%,-1%,nt,-6%,4%,3%,?,-3%,2
O=C(c1ccc(Cl)c(S(=O)(=O)N2CCOCC2)c1)N1CCN(Cc2ccccc2)CC1,-16,2%,0%,1%,2%,0%,1%,-1%,6%,15%,8
COc1cc(CCC(=O)Nc2nnc(-c3cccnc3)s2)cc(OC)c1OC,26,1%,-3%,-4%,-2%,-1%,-6%,4%,-28%,4%,-7
O=C(Nc1cccc(C(=O)Nc2ccc(F)cc2F)c1)c1ccccc1,-20,0%,-8%,2%,2%,6%,-24%,-1%,?,-1%,12
CCC(C)(C)NC(=O)C1CCN(c2nc(OC)nc(OC)n2)CC1,0,0%,1%,0%,9%,5%,15%,-15%,2%,-5%,6
CC1(C)CC(=O)C2=C(C1)c1c(ccc3ncccc13)NC2c1cccs1 (stereo unspecified),3,2%,76%[activator],-1%,-3%,nt,4%,0%,-1%,-6%,-14
Cn1c(-c2ccc(F)cc2)cnc1NCc1ccc(F)cc1,-7,3%,-1%,-3%,?,-17%,2%,-7%,-6%,26%,9
CC(C)c1cc(C(=O)N2CCCC(C(=O)c3ccc4ccccc4c3)C2)on1 (stereo unspecified),0,0%,-14%,-2%,-21%,-2%,-2%,13%,?,5%,-5
COc1ccccc1Cc1noc(C(C)(C)NC(=O)c2ccccc2)n1,-29,2%,6%,5%,4%,-2%,5%,4%,4%,4%,-2
CC(C)Oc1cccc(C(=O)Nc2ncn[nH]2)c1,-12,-4%,4%,-3%,-7%,0%,-1%,1%,5%,0%[11.5 µM],3
CSc1nc(SCC(=O)O)c2c3c(sc2n1)COC(C)(C)C3,2,4%,14%,-3%,nt,15%,5%,6%,5%,0%,-1
O=C(O)CC/C(=C\c1ccc(N2CCOCC2)c([N+](=O)[O-])c1)c1nc2ccccc2s1,6,-7%,-6%,8%,?,?,-3%,7%,-1%,1%,8
Fc1cccc2sc(Nc3nc4cc5c(cc4s3)OCO5)nc12,4,-2%,435%[activator],1%,?,nt,-4%,?,?,-6%,-11
CCOC(=O)c1sc(=S)sc1SCc1cccc(C(F)(F)F)c1,4,2%,-5%,0%,-6%,-4%,1%,2%,?,12%,14
CCOc1ccc(S(=O)(=O)NC2CCCC2)cc1C,-9,-1%,-3%,1%,-14%,-11%,-28%,5%,0%,-1%,20
COc1ccc(NC(=O)CCCC(=O)OCC(=O)c2cccc(OC)c2)cc1,-13,0%,-1%,7%,nt,?,3%,-3%,-11%,nt,10
CC(C(=O)NC(C)(C)C)N(C(=O)CS(=O)CC(=O)Nc1ccc(F)cc1)C1CCCC1 (stereo unspecified),7,0%,-2%,12%,0%,-4%,6%,-1%,7%,8%,0
Cc1cc(NS(=O)(=O)c2ccc(NC(=O)CCCOc3ccc(Cl)cc3)cc2)no1,1,-5%,?,0%,?,-4%,3%,-1%,?,-5%,-12
COc1ccccc1/C=C(/C#N)C(=O)O,4,3%,5%,2%,1%,1%,-5%,-23%,?,-33%,5
Cc1c(C(=O)N(C)c2ccc(Cl)cc2)cnn1-c1ccccc1,7,-5%,-3%,4%,?,-3%,-5%,15%,5%,0%,34
O=C(Cc1ccc([N+](=O)[O-])cc1)NNC(=O)c1cccs1,4,1%,2%,-2%,7%,?,18%,0%,1%,nt,-4
O=C(CSc1nnc(-c2ccc(F)cc2)c2ccccc12)Nc1ccccc1Cl,-1,0%,-1%,-5%,-1%,134%[activator],1%,12%,?,-5%,11
O=C(Cn1nc(Cc2ccncc2)c2ccccc2c1=O)N1CCc2ccccc2C1,13,0%,2%,-2%,-3%,-22%,-1%,2%,3%,-2%,-3
CC(=NCC1CCNCC1)C1=C(O)CC(C)(C)CC1=O,-28,-1%,-1%,-1%,10%,0%,6%,1%,0%,1%,-4
NS(=O)(=O)c1ccc(Nc2ccc([N+](=O)[O-])c3nonc23)cc1,2,-11%,-8%,12%,nt,?,4%,3%,?,1%,-4
CC(NC(=O)CSc1ccccc1C(=O)O)C1CC2CCC1C2 (stereo unspecified),-4,1%,3%,8%,5%,-4%,5%,-9%,8%,-5%,24
COc1cccc(/C=C2\SC(=S)N(CCC(=O)NCCc3ccc(O)cc3)C2=O)c1,9,-1%,-10%,-2%,-2%,13%,1%,-2%,?,nt,-19
COc1ccc(NC(=O)c2[nH]c(C)c(C(C)=O)c2C)cc1S(=O)(=O)N1CCOCC1,3,1%,-1%,0%,5%,3%,-8%,-5%,?,?,-1
CCOC(=O)C1=C(COC(=O)COc2ccccc2C=O)NC(=O)NC1C (stereo unspecified),-10,2%,6%,nt,nt,nt,-7%,nt,-2%,nt,-6

Rewritten with values under each structure: part of the list above
Each structure is followed by: KCNH2 WT inh	USP2a block	S-ASM inh	GALK inh	Menin MLL FP TR	MBNL1 CUG block	Eya2 inh	Mito fusion act	BCR signal inh	PKM2 act	TSHR antag
- CC(NC(=O)CSc1ccccc1C(=O)O)C1CC2CCC1C2 (stereo unspecified)
  -4	1%	3%	8%	5%	-4%	5%	-9%	8%	-5%	24
- COc1cccc(/C=C2\SC(=S)N(CCC(=O)NCCc3ccc(O)cc3)C2=O)c1
  9	-1%	-10%	-2%	-2%	13%	1%	-2%	?	nt	-19
- COc1ccc(NC(=O)c2[nH]c(C)c(C(C)=O)c2C)cc1S(=O)(=O)N1CCOCC1
  3	1%	-1%	0%	5%	3%	-8%	-5%	?	?	-1
